# Salmonella PhoP GFP – PhoP-dependent GFP reporter repression – Salmonella Typhimurium, primary screen (AID 1863). one-dose inhibition, % at 50 µM; IC50 in µM for titrated hits. S. Typhimurium PhoP-regulated promoter GFP reporter, 4 h; higher % means a stronger effect. 300,000 compounds, 0.16% hits;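 active = inhibition over 29.93%, a cutoff 3 SD above the screen mean, later confirmed by dose response; inconclusive = inhibition over 29.93% but no dose response follow-up; inactive = inhibition at most 29.93% or unconfirmed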;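 note: 0% = low Mg2+ inducing control and 100% = high Mg2+ repressing control; strong numbers were not always called active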
# PMI inhibitors – MPI enzyme activity inhibition – biochemical, fluorescence intensity, coupled assay, primary screen (AID 1209) | one-dose inhibition, % at 20 µM; IC50 in µM for titrated hits | purified PMI enzyme, coupled fluorescence intensity; higher % means a stronger effect | 190,000 compounds, 0.42% hits;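 note: plate controls were DMSO vehicle for no effect and wells lacking substrate for full effect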
# TNAP activation fold – human TNAP enzyme activators, primary screen, biochemical, luminescent, no phosphate acceptor, uHTS (AID 1001); purified TNAP, luminescent activation assay, no phosphate acceptor; higher activation fold means a stronger effect; one-dose activation fold at 20 µM; EC50 in µM for titrated hits; 200,000 compounds, 0.03% hits; in the data active = activation fold from about 3, or a potency from the dose series; inactive = the rest, 99 in 100 with activation fold below about 1.6; note: many of its hits are not listed in these tables
# human PMI inhibitors – human PMI inhibitors, high substrate, primary screen, biochemical, fluorescence intensity, high mannose 6-phosphate (AID 1220). 190,000 compounds, 0.66% hits. inhibition, % at 20 µM; hits with a dose series show IC50 in µM. recombinant PMI enzyme, coupled fluorescence intensity; higher % means a stronger effect
# SIAH1 antagonists – blockers of Siah-1 interaction with plectin peptide – biochemical, fluorescence polarization, rhodamine-plectin, uHTS, primary screen (AID 1817) | 290,000 compounds, 0.02% hits | displacement, % at 20 µM, or IC50 in µM where a hit was titrated | Siah-1 / rhodamine-plectin peptide fluorescence polarization; higher % means a stronger effect;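 active = displacement of at least 50% at 20 µM, with a fluorescence ratio check between 0.3 and a set limit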;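 note: plate controls were Siah plus tracer with DMSO for no effect and tracer alone without Siah for full effect; strong numbers were not always called active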
# XIAP antagonists – small molecules displacing peptide from XIAP – biochemical, IAP family, fluorescence polarization (AID 1018). 200,000 compounds, 0.007% hits. XIAP BIR domain, fluorescence polarization peptide displacement; higher % means a stronger effect. displacement, % at 20 µM, or IC50 in µM where a hit was titrated; in the data active = displacement above about 50%; note: a part of the inactive calls stands beside numbers as strong as those of hits
# WT yeast gro inh – growth inhibition of WT yeast, mitochondrial fusion screen. mitochondrial fusion phenotypic screen, WT strain. inhibition, % at 10 µM. 190,000 compounds, 2.1% hits; in the data active = inhibition above about 58%; tested in S. cerevisiae
# Myeloid diff 2 – promotes myeloid progenitor differentiation; 360,000 compounds, 1% hits; calls only at 10 µM; ER-HoxA9 myeloid progenitors, lysozyme-GFP differentiation, flow cytometry;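 active = normalized GFP-positive differentiation at or above the plate's own cutoff, the solvent-only control mean plus 3 SD; inconclusive = no clear call, values can overlap the other calls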;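 note: cells exposed to compound for four days before flow analysis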
# RSV CPE inhibition – RSV antiviral activity via CPE protection, HEp-2 cells, primary 10 µM value included (AID 2391). HEp-2 cells, RSV-induced CPE inhibition; higher % means a stronger effect. CPE inhibition, % at 10 µM; hits with a dose series show IC50 in µM. 310,000 compounds, 0.13% hits; in the data active = a potency from the dose series; inconclusive = CPE inhibition mostly from about 23% at the one dose, without a potency; inactive = the rest, 99 in 100 with CPE inhibition below about 21%; note: strong numbers were not always called active
# WT yeast gro inh mutant strain – also measured in WT yeast gro inh; calls as there; inhibition, %; mitochondrial fusion phenotypic screen, mutant strain inhibition
# Myeloid diff 2 GFP+ MAC1+ % – second read-out of Myeloid diff 2, no call of its own (marks repeat the call); GFP+ MAC1+ double positive, %; measured here: differentiation confirmed by MAC1 staining
# Numbers without * were called inactive; i = inactive; ? = inconclusive; · = not tested or not shown; + = active, no number. Cut-off read from the data, not from the text of the source, unless noted: active = inhibition above about 50%; inactive = the rest.
entry	SMILES	Salmonella PhoP GFP	PMI inhibitors	TNAP activation fold	human PMI inhibitors	SIAH1 antagonists	XIAP antagonists	WT yeast gro inh	WT yeast gro inh mutant strain	Myeloid diff 2	Myeloid diff 2 GFP+ MAC1+ %	RSV CPE inhibition
1	CC(C)[C@H](NC(=O)[C@@H]1CSC2c3ccccc3C(=O)N21)C(=O)NCC1CCCO1 (stereo not given in full)	-2%	·	·	·	7%	·	·	·	i	2.6	0.8%
2	COC(=O)c1c(-c2cccs2)csc1NC(=O)CSc1ncnc2sc(C)c(C)c12	-2%	1%	1.1	-2%	0%	-7.7%	13	4	i	0.6	0.8%
3	COc1cc(CC(NC(C)=O)C(=O)NC2CCN(C(=O)c3cc(OC)c(OC)c(OC)c3)CC2)cc(OC)c1 (stereo not given)	-4%	·	1.1	·	-2%	-4.1%	-9	-12	i	0.1	0.7%
4	CCC1=C(OC(=O)N(CC)CC)N2C(=O)OC(=NCC3CC3)[C@]2(Cc2ccccc2)[C@H]2C1=CC[C@H]1C(=O)N(CC)C(=O)[C@H]12	-2%	·	·	·	12%	·	·	·	i	0.9	3.5%
5	Cc1cc(=O)oc2cc(OCC(=O)N/N=C/c3ccccc3O)ccc12	10%	·	·	·	23%	·	·	·	i	2.8	1.0%
6	Clc1ccc(-c2nnc3sc(-c4ccco4)nn23)c(Cl)c1	·	13%	1.1	1%	0%	-4.4%	·	·	·	·	·
7	CCC(C)[C@@H](C(=O)Nc1ccc(OC)c(OC)c1)N1Cc2ccccc2C1=O (stereo not given in full)	5%	-4%	0.9	13%	-6%	0.3%	8	1	i	2.3	3.3%
8	O=C(C1CCN(S(=O)(=O)c2cccs2)CC1)N1CCCCC1	-8%	·	·	·	-1%	·	·	·	i	0.7	1.3%
9	O=C(Nc1ccccc1N1CCCC1)c1ccccc1F	-17%	·	·	·	-6%	·	·	·	i	0.8	1.9%
10	COC(=O)c1ccc(-n2c(CCC(=O)O)ccc2-c2ccccc2)cc1	3%	·	·	·	6%	·	·	·	i	0.5	1.4%
11	CC(C)CCOP(=O)(c1ccc(N(C)C)cc1)C(O)c1ccc(C(C)C)cc1 (stereo not given)	-4%	·	·	·	-2%	·	·	·	i	0.6	1.4%
12	Cc1ccc(-n2c(SCC(=O)NCc3ccc4c(c3)OCO4)nnc2-c2cccnc2)c(C)c1	7%	0%	1.1	-2%	-4%	-7.0%	10	7	i	0.5	·
13	COc1cccc(NC(=O)Nc2nnc(N3CCCCC3C)s2)c1 (stereo not given)	4%	5%	1	5%	-10%	-4.2%	29	0	i	1.9	8.9%
14	CC(=O)c1ccc(NC(=O)Cn2cnc(S(=O)(=O)N3CCc4ccccc43)c2)cc1	-11%	·	·	·	8%	·	·	·	?	·	-0.2%
15	CN1C(=O)[C@@H]2[C@@H]3C[C@@H]([C@H]4ON=C(c5ccccc5OCC#N)[C@@H]34)[C@@H]2C1=O	-14%	·	·	·	4%	·	·	·	i	1.1	-0.3%
16	CC(NC(=O)c1ccc2ccccc2n1)c1ccc(Br)cc1 (stereo not given)	15%	·	·	·	1%	·	·	·	i	0.9	18%
17	COc1ccc(CCNC(=O)CNCC2CCCCC2)cc1OC	8%	·	·	·	3%	·	·	·	i	0.3	-1.0%
18	O=C(CCc1nnc2ccc(NCc3ccc(F)cc3)nn12)NC1CCCC1	3%	·	·	·	-4%	·	·	·	i	2.0	2.4%
19	CCc1cccc(C)c1NC(=O)COn1nnc2ccc(C(F)(F)F)cc21	4%	9%	1.1	4%	-7%	1.6%	1	-17	i	0.4	3.4%
20	CC(C)(C)c1ccc(OCCCn2ccnc2)cc1	3%	·	·	·	-1%	·	·	·	i	0.7	8.7%
21	CCOC(=O)/C=C/C(=O)OCC(=O)Nc1ccc([N+](=O)[O-])cc1	7%	·	·	·	-6%	·	·	·	i	0.2	0.1%
22	CCCCn1c2ccc(F)cc2c2nnc(SCCN3CCOCC3)nc21	-6%	·	·	·	-1%	·	·	·	i	1.0	2.1%
23	CC1CCCN(C(=O)c2ccc([N+](=O)[O-])o2)C1 (stereo not given)	2%	·	·	·	3%	·	·	·	?	·	2.4%
24	Cc1nc2[nH]c(=S)[nH]c2cc1Br	-7%	42%	1.7	14%	2%	-6.4%	4	0	i	1.4	?
25	S=C(NC1CC1)NC1CCCc2ccccc21 (stereo not given)	3%	-1%	1	1%	-2%	-2.8%	-2	-10	i	1.7	0.3%
26	COCCNC(=O)CSc1nc2c(n1-c1ccccc1)CCCC2	-4%	·	·	·	·	·	7	-5	i	0.4	1.0%
27	CCOC(=O)/C(C#N)=C/c1cn(CCC(=O)O)nc1-c1ccc(OC)cc1	9%	4%	1.1	4%	2%	-4.6%	-6	-27	i	0.7	5.1%
28	CC(C)(C)NC(=O)c1ccc(NC(=O)c2ccccc2-c2ccccc2C(=O)O)cc1	-5%	·	·	·	-1%	·	·	·	i	0.4	0.3%
29	CSc1cc(C)c(OCC(=O)Nc2c(C)nn(C)c2C)c(C)c1	3%	·	·	·	-11%	·	·	·	i	0.9	3.5%
30	CC(=O)N1c2ccc(Cl)cc2C2OCCC2C1c1ccco1 (stereo not given)	-17%	·	·	·	16%	·	·	·	i	0.3	0.0%
31	Cc1csc(CN(C)C(=O)CC2C(=O)NCCN2Cc2ccc(F)cc2Cl)n1 (stereo not given)	-5%	·	·	·	6%	·	·	·	i	2.4	2.2%
32	c1ccc2c(c1)OCC(c1nnc3sc(-c4ccc5c(c4)OCO5)nn13)O2 (stereo not given)	4%	46%	1.1	33%	1%	-2.9%	34	41	i	0.6	9.5%
33	CCOC(=O)c1ccc(CN(Cc2ccccc2)S(=O)(=O)c2cccc([N+](=O)[O-])c2)cc1	-3%	22%	1.2	8%	11%	-1.1%	-1	0	i	1.3	1.2%
34	O=C(CN1C(=O)NC2(CCCCC2)C1=O)N1CCN(S(=O)(=O)c2cccc(F)c2)CC1	-3%	·	·	·	2%	·	·	·	i	1.0	0.4%
35	CC(=O)CCC(=O)OCC(=O)Nc1ccc(SC(F)F)cc1	6%	-12%	1.1	-1%	3%	-2.4%	14	-5	i	0.3	1.5%
36	CC1=Nc2ccccc2N=C(NC(=O)CSC(=S)N2CCCCC2)C1c1ccccc1 (stereo not given)	-4%	·	·	·	3%	·	·	·	i	0.9	13%
37	Cc1cc(NS(=O)(=O)c2ccc(NC(=O)CSc3nnc(-c4ccco4)n3N)cc2)nc(C)n1	18%	6%	1.1	2%	-4%	-7.8%	18	11	i	0.6	0.8%
38	Cc1cccc(NC(=O)C2CC(=O)OC23CCCCC3)c1 (stereo not given)	-15%	-6%	1.1	-7%	2%	-4.5%	-14	7	i	1.3	0.3%
39	CC(CN1C(C)CCCC1C)OC(=O)c1cccc(F)c1 (stereo not given)	1%	·	·	·	-5%	·	·	·	i	0.6	1.0%
40	CC(=O)c1ccc(S(=O)(=O)NCc2ccc(C(=O)N(C)CC(=O)Nc3cccc(F)c3)cc2)cc1	-5%	·	·	·	-5%	·	·	·	i	3.9	20%
41	Cc1nc(SCC(=O)NNC(=O)c2cccs2)[nH]c(=O)c1C	-4%	-10%	0.7	-6%	-6%	-8.7%	-15	1	i	0.4	-1.9%
42	CCOc1ccccc1N(CC(=O)NC1CCCC1)S(=O)(=O)c1ccc(C)cc1	8%	·	·	·	-8%	·	·	·	?	·	0.5%
43	CCn1c(C)nc2cc(C(=O)N/N=C/c3ccc(OC)cc3)ccc21	-2%	0%	1.1	-1%	6%	-8.3%	-6	2	i	0.1	0.8%
44	Cc1cc(C(=O)N/N=C\c2cc(C(C)(C)C)c(O)c(C(C)(C)C)c2)n[nH]1	-3%	·	·	·	4%	·	·	·	i	0.3	9.6%
45	COc1ccc2ncc(S(=O)(=O)c3ccccc3)c(N3CCC4(CC3)OCCO4)c2c1	-4%	7%	1.1	0%	2%	-1.5%	22	-2	i	1.0	-0.5%
46	Cn1c(NC(=O)c2cccs2)c(-c2cccs2)c(=O)c2ccccc21	-20%	-1%	1.1	8%	-4%	-2.9%	1	14	i	0.7	1.3%
47	COc1ccccc1N1CCN(Cc2nc3ccsc3c(=O)[nH]2)CC1	0%	4%	0.9	4%	0%	-21%	22	25	i	0.7	1.7%
48	CCOC(=O)c1[nH]c2ccc(OCC)cc2c1CCCN1C(=O)c2ccccc2C1=O	4%	-2%	1	2%	2%	-3.1%	0	-14	i	1.3	1.5%
49	Cc1ccc(S(=O)(=O)NC2=NCN(CCOC(=O)c3ccccc3)CN2)cc1	-8%	7%	1	3%	-1%	-5.1%	-12	9	i	7.8	4.0%
50	O=C(COC(=O)c1c2ccccc2cc2ccccc12)Nc1ncc(C(F)(F)F)cc1Cl	10%	1%	1.1	3%	3%	-7.7%	7	2	i	2.1	2.9%
51	Cc1ccc(C(=O)Nc2cccc(C(F)(F)F)c2)cc1Nc1cnccn1	-2%	·	·	·	3%	·	·	·	?	·	0.1%
52	Cc1ccc(O)c(NC(=S)NC(=O)CC(C)C)c1	-9%	19%	1.1	23%	6%	-0.2%	1	8	i	1.4	0.2%
53	O=S(=O)(Nc1cccc(S(=O)(=O)N2CCCCCC2)c1)c1ccccc1	-2%	0%	1	10%	1%	-7.7%	-16	-2	i	0.0	2.7%
54	CCOC(=O)COc1ccc(-c2nnc(-c3ccccc3)o2)cc1	-4%	4%	1.1	-1%	2%	-4.9%	19	17	i	1.7	-0.5%
55	CN(C)c1oc(COc2ccc(F)cc2)nc1C#N	11%	-6%	1.1	-4%	-3%	-3.0%	-6	-15	i	0.6	-0.5%
56	CCC(C)C(=O)Nc1nc(C)c(-c2csc(Nc3cc(OC)ccc3OC)n2)s1 (stereo not given)	3%	8%	1	16%	0%	-4.1%	28	-7	?	·	6.0%
57	CCOc1ncccc1C(=O)OCC(=O)N(CC)c1ccccc1	2%	4%	1.1	7%	2%	-1.8%	-12	-2	i	0.5	0.8%
58	O=C(c1ccco1)N1CCN(Cc2cccc(C(F)(F)F)c2)CC1	-2%	·	·	·	9%	·	·	·	i	1.1	2.1%
59	O=C(Nc1cccc(-n2cnnn2)c1)c1ccc(OC(F)(F)F)cc1	-8%	·	·	·	9%	·	·	·	i	1.2	4.8%
60	CCc1nc(SCc2ccccn2)c2c(=O)n(C)c(=O)n(C)c2n1	6%	-12%	1.1	-17%	7%	-6.1%	1	15	i	5.2	0.4%
61	CCCC(=O)N(c1ccc(OCC)cc1)S(=O)(=O)c1ccc2c3c(cccc13)C(=O)N2C	-2%	·	·	·	1%	·	·	·	+	7.0*	6.6%
62	COc1ccc(NC(=O)CN(C)S(=O)(=O)c2cccs2)cc1	2%	2%	1	0%	-2%	-5.4%	2	6	i	0.8	0.8%

# Screening results (PubChem)
